# N-glyco inh: blocks N-linked glycosylation in D54 reporter cells; D54 ERlucT glycosylation luciferase reporter, 24 h; percent of 100 nM tunicamycin response; reporter increase, % at 12.5 µM; 0.23% of 360,000 active; AID 588692;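 active means mean luciferase reporter signal, scaled so untreated is 0 and the glycosylation-blocking control 100, at or above a set limit in every replicate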;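 further: luciferase carries N-glycosylation sites so blocking glycosylation raises the light; 0% = median of neutral control wells and 100% = median of 100 nM tunicamycin wells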
# MC4R barr agon: human MC4R agonism via beta-arrestin; activation, % at 8.9 µM; U2OS MC4R beta-arrestin complementation, luminescence; percent of melanotan II response, DMSO zero; 0.98% of 360,000 active; AID 540308;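 active means activation above a per-plate cutoff, the mean activation of sample wells on that plate plus 3 SD, cut at about 8% in these data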
# ABCB6 inh 2: inhibitors of human ABC transporter ABCB6. AID 602162. Q9NP58. fluorescence ratio to DMSO, % at 10 µM. K562-ABCB6 porphyrin accumulation, flow cytometry, 1 h; hits give low values. 0.19% of 360,000 active;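 active means fluorescence ratio to DMSO below 75%, the collection mean minus 3 SD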;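 further: signal is porphyrin accumulated inside mitochondria; 100% equals median channel fluorescence of DMSO control wells; lower ratio means ABCB6 inhibition with less porphyrin fluorescence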
# ABHD5 PLIN5 PPI: blocks binding of human ABHD5 to perilipin-5; 0.78% of 360,000 active; inhibition, % at 4 µM; Q00G26+Q8WTS1; Split G. princeps luciferase complementation, luminescence, 4 h;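 active means inhibition above the mean inhibition across every tested compound plus 3 SD, cut at about 22% in these data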;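 further: 0% = DMSO only wells and the 100% control is not disclosed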
# NCOA2 inhibitor: human SRC2 (NCOA2) inhibition; inhibition, % at 9 µM; HEK293 GAL4-SRC2 luciferase reporter, luminescence; 0.17% of 370,000 active;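 active means inhibition above the mean inhibition of all tested compounds plus 3 SD, set per campaign, cut at about 52% in these data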;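 further: 0% = DMSO treated cells and 100% = cells given Gossypol at 36 µM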
# NOD2 RIPK2 PPI: NOD2-RIPK2 protein interaction inhibition | AID 624267 | 0.38% of 360,000 active | O43353 | CHO BLA complementation NOD2-RIPK2, CCF4 ratio | inhibition, % at 4.98 µM; in the data active means inhibition above about 21%;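 further: 0% = vehicle only and 100% = reference blocker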
# Target sequence (O43353 whole entry, looked up): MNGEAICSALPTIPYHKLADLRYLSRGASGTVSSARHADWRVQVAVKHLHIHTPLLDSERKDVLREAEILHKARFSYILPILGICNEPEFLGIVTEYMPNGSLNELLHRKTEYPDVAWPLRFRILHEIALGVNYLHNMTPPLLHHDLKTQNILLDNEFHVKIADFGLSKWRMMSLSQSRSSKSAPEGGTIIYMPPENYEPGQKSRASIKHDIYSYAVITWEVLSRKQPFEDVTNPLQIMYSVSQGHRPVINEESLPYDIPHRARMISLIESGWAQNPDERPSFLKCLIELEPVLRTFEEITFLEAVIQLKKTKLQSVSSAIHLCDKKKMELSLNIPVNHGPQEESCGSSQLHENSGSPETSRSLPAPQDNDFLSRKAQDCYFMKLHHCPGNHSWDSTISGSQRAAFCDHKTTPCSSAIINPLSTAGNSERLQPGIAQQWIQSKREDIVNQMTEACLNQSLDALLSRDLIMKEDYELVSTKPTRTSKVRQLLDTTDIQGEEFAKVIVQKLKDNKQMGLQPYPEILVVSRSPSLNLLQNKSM
# MC4R antagonist: human MC4R antagonism in cAMP assay. P32245. MC4R-expressing cells, MTII-stimulated cAMP, LANCE TR-FRET. inhibition, % at 6.5 µM. 0.48% of 360,000 active. AID 540295;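 active means inhibition above its plate's cutoff, the mean of tested wells on that plate plus 3 SD, cut at about 29% in these data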;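 further: 0% = Melanotan II alone and 100% = Melanotan II plus saturating MCL0020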
#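 Assay system: U2OS cells stably expressing human melanocortin 4 receptor (MC4R) / Dosing: 6.5 µM / Timing: compound 30 min, challenge 1 h, detection 1 h / Measured by: Eu-cAMP/anti-cAMP TR-FRET, emission 671 nm / Replicates: singlicate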
# Cardio protect: myocardial damage modulation in H9c2 cells; H9c2 cardiomyocytes, H2O2 injury protection, ATPLite, 2 h; 0.63% of 360,000 active; protection from H2O2 cell death, % at 20 µM;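 active means compounds giving at least 50% protection of heart cells from peroxide-induced death in the single-dose screen, raw or plate-pattern-corrected value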;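 further: 0% = DMSO wells with peroxide and 100% = DMSO wells without peroxide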
# TLR9-MyD88 block: TLR9-MyD88 interaction inhibition | CHO BLA complementation TLR9-MyD88, CCF4 FRET ratio | inhibition, % at 4.98 µM | 0.21% of 340,000 active | AID 504734;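 active means inhibition above the mean over all tested compounds plus 3 SD, cut at about 21% in these data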;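 further: 0% = DMSO only wells and 100% = clavulanate BLA inhibitor control wells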
# m5-HT2A agonist: mouse HTR2A agonism via beta-arrestin recruitment | CHO-K1 mHTR2A beta-arrestin complementation, luminescence; percent of 30 µM serotonin response | activation, % at 7.6 µM | 0.66% of 360,000 active;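 active means activation above a run cutoff, the mean activation of all tested compounds plus 3 SD, cut at about 14% in these data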;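 further: 0% = plate median of compound wells and 100% = 30 µM serotonin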
# Target sequence (P35363 whole entry, looked up): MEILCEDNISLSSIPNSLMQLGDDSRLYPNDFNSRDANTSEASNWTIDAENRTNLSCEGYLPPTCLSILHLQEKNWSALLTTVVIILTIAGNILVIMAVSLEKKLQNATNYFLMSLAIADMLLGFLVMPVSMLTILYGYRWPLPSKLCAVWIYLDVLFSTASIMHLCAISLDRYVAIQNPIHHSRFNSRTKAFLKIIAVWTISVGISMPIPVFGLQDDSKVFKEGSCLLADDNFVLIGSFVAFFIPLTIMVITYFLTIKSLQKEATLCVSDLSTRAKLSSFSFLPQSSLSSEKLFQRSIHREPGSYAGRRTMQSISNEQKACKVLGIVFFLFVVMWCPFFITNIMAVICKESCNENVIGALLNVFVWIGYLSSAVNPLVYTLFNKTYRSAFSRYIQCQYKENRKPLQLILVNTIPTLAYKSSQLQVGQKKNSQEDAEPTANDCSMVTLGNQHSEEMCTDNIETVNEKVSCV
# Starred values were filed as active, the others as inactive; . = not tested or not shown. The list is partial (hit frequency here may not be typical).
SMILES,N-glyco inh,MC4R barr agon,ABCB6 inh 2,ABHD5 PLIN5 PPI,NCOA2 inhibitor,NOD2 RIPK2 PPI,MC4R antagonist,Cardio protect,TLR9-MyD88 block,m5-HT2A agonist
COc1ccc(N2CCN(C3CCN(S(=O)(=O)c4ccc(F)cc4)CC3)CC2)cc1,1,-1.1,100,-6,8,7,2,2,6,0
COC(=O)c1ccccc1NC(=O)N1CCN(C(=O)c2ccco2)CC1,-1,-2.5,102,5,-25,6,3,0,7,-3
COc1cc2c(C(=O)N3CCCc4ccccc43)cn(C)c(=O)c2cc1OC,3,-2.0,90,5,-10,2,4,7,1,-4
N#CCC(=O)Nc1ccc(C(=O)Nc2cccc(S(N)(=O)=O)c2)cc1,0,-1.6,99,6,-19,-3,1,0,12,5
COc1ccccc1Nc1nc(N)nc(CSCCO)n1,1,-1.7,98,-1,-36,3,-3,0,-1,1
CCCCC1CCC(C(=O)N(CCC(C)C)c2c(N)n(CCCC)c(=O)[nH]c2=O)CC1 (stereo not given),-2,-0.6,107,1,-19,5,12,9,5,0
O=C(CN(C(=O)c1csnn1)c1cccc(Cl)c1)NC1CCCC1,-1,0.7,99,4,-5,-11,7,-6,0,2
COc1ccc(N2C(=O)c3ccccc3NC23C(=O)N(C)c2ccccc23)cc1 (stereo not given),0,0.0,87,0,-33,-4,0,-1,1,1
CCN(CC)S(=O)(=O)c1ccc(NC2c3ccccc3C(=O)N2Cc2ccco2)cc1 (stereo not given),-3,-2.6,100,14,35,-6,0,-11,4,-1
O=C(/C=C/c1ccoc1)c1ccccc1O,2,-2.9,95,2,17,-7,14,-1,-7,1
O=C(NCc1ccccc1Cl)c1ccc2nc([C@@H]3O[C@H](CO)[C@H](O)[C@H](O)[C@H]3O)[nH]c2c1,0,-0.7,98,3,.,-11,10,6,.,-2
Cc1cc(-n2cnnn2)ccc1C(C)C,3,-0.6,89,1,-8,-9,0,-1,7,5
CC1CCCCC1NC(=O)COC(=O)c1c2c(nc3ccccc13)/C(=C/c1ccco1)CC2 (stereo not given),3,1.0,116,2,2,9,4,22,-12,2
O=C(COC(=O)c1cncc(Br)c1)Nc1ccc2c(c1)OCO2,-1,-3.4,106,2,-8,-13,15,-7,2,1
O=C(Cc1ccc2ccccc2c1)NC(Cc1ccccc1)C(=O)O (stereo not given),1,-1.7,99,7,9,-1,-4,0,0,3
COc1ccc(CNC(=O)c2cc3c(s2)CN(Cc2ccccc2)C3)cc1,3,-0.2,94,-6,-26,-1,-2,-2,-8,-6
CCN1CCN(c2ccc(S(=O)(=O)N3CCCCC3)cc2NC(=O)c2cccc(NC(C)=O)c2)CC1,1,-1.2,93,15,-9,1,11,2,0,5
O=C(CSCc1cc(=O)n2nc(C3CC3)sc2n1)Nc1ccc(F)cc1,0,-0.9,103,-6,-10,-8,20,2,7,-6
CCCN(Cc1ccc(C)cc1)C(=O)c1ccc(CNS(=O)(=O)c2ccc(C(C)=O)cc2)cc1,-2,1.6,96,-7,-23,-8,-2,-8,-3,-4
CCCCN(CCCC)C(=O)c1ccccc1NC(=O)CN1C(=O)c2ccccc2C1=O,0,-0.7,105,-1,6,-3,7,1,-3,4
CCC(=O)c1ccc(Oc2nc3c(c(=O)n(C)c(=O)n3C)n2CC)cc1,-7,0.1,107,7,26,-5,-1,-2,-1,-4
CC1CN(C(=O)c2cc(S(=O)(=O)N3CCCCC3)ccc2Cl)CC(C)O1 (stereo not given),2,-1.2,100,9,5,-5,1,0,-5,5
O=C(C[n+]1cc(-c2ccccc2)n2c1CCC2)Nc1nc(-c2ccccc2)cs1,1,-1.5,99,17,-40,-2,6,3,3,5
Cc1cccc(CN(C)CCc2ccccn2)c1,2,-1.9,98,5,0,-6,4,-2,4,2
CCN(CC)S(=O)(=O)c1cc(C(=O)Nc2cc(C)[nH]n2)ccc1Cl,-1,0.1,99,0,.,-3,10,-13,-7,-5
CC(Sc1nc(N)cc(=O)[nH]1)C(=O)N1CCOCC1 (stereo not given),1,3.1,98,-4,-3,5,19,-1,-6,2
O=C(CCc1ccc(Oc2cc([N+](=O)[O-])cc([N+](=O)[O-])c2)cc1)N1CCCCCC1,-4,0.7,95,1,-13,15,7,-21,2,0
COC(=O)c1ccc2c(=O)[nH]c(COC(=O)c3cccc(S(=O)(=O)N4CCOCC4)c3)nc2c1,3,-3.6,98,-5,5,5,23,1,11,-4
COc1ccc(NC(=O)CCN2CCCCCC2)c(OC)c1,0,-0.8,100,4,-3,5,1,-3,-5,4
O=C(O)CCNc1cc2ccccc2cc1C(=O)O,5,1.3,97,-3,3,5,13,-17,4,1
CCOc1cc(N2CCOCC2)c(OCC)cc1NC(=O)Cc1cccc2ccccc12,0,-0.2,96,-2,-34,-2,13,-5,11,-4
CCOc1cc(NC(=S)NCC2CCCO2)c(OCC)cc1NC(=O)c1cccc(C)c1 (stereo not given),-1,1.1,102,-12,13,-6,-2,12,-6,0
CCN(C(=O)CSc1nnc(-c2ccco2)n1CC)c1c(N)n(Cc2ccccc2)c(=O)[nH]c1=O,1,-1.1,100,-3,6,-4,1,-3,-3,2
O=C(Nc1ccccc1)N(Cc1cccs1)C1CCCC1,-1,-0.5,102,-1,-6,7,2,-5,-11,3
CCOc1ccc(S(=O)(=O)NC2CC2)cc1C(N)=O,-1,-2.2,102,0,-23,3,4,-13,7,-1
CCc1ccc(N=C2N=C(N)c3ccccc32)cc1,-3,0.0,107,6,-63,-15,-9,-32,0,-3
CCOC(=O)c1ccc(NC(=O)CSc2ccc(-c3cccnc3)nn2)cc1,0,-3.0,97,2,-9,-17,4,25,-1,-5
Cn1c(N)c(C(=O)COC(=O)c2cccs2)c(=O)n(C)c1=O,1,0.3,96,3,-6,3,5,2,0,-3
Cc1ccc(/C=C(\NC(=O)c2ccccc2)C(=O)NC(Cc2ccccc2)C(=O)O)cc1 (stereo not given),4,1.7,101,1,19,5,4,8,-4,4
CCOC(=O)C1CCN(c2c(NCCN(CC)c3ccccc3)c(=O)c2=O)CC1,-1,-2.4,100,0,-21,8,1,2,-2,-2
CN(C)C(CNC(=O)c1cc(S(=O)(=O)N2CCOCC2)ccc1F)c1cccs1 (stereo not given),0,-1.3,99,-1,4,-2,8,-2,-10,-2
CC1O[C@@H](O[C@H](C)CC[C@@H](C)O)C(O)C[C@H]1O (stereo not given in full),1,-0.2,97,7,-2,-5,7,-3,-3,5
O=C(NC(=S)N1CCN(C/C=C/c2ccccc2)CC1)c1cccnc1,-1,0.8,96,5,1,-8,5,3,1,-7
CC1=CCC2C(=O)N(c3ccc(Br)cc3C)C(=O)C2C1 (stereo not given),.,-0.5,100,-1,-3,-10,-1,-8,-4,0
CCn1c(SCC(=O)Nc2ccc(N(C)C)cc2)nnc1-c1cccc(C)c1,0,-1.5,91,5,-8,-1,1,3,-4,0

# Reprinted at random: 4 records from the list, in no set order.
SMILES,N-glyco inh,MC4R barr agon,ABCB6 inh 2,ABHD5 PLIN5 PPI,NCOA2 inhibitor,NOD2 RIPK2 PPI,MC4R antagonist,Cardio protect,TLR9-MyD88 block,m5-HT2A agonist
O=C(CSCc1cc(=O)n2nc(C3CC3)sc2n1)Nc1ccc(F)cc1,0,-0.9,103,-6,-10,-8,20,2,7,-6
COc1ccc(N2C(=O)c3ccccc3NC23C(=O)N(C)c2ccccc23)cc1 (stereo not given),0,0.0,87,0,-33,-4,0,-1,1,1
Cn1c(N)c(C(=O)COC(=O)c2cccs2)c(=O)n(C)c1=O,1,0.3,96,3,-6,3,5,2,0,-3
N#CCC(=O)Nc1ccc(C(=O)Nc2cccc(S(N)(=O)=O)c2)cc1,0,-1.6,99,6,-19,-3,1,0,12,5

# The list goes on:
SMILES,N-glyco inh,MC4R barr agon,ABCB6 inh 2,ABHD5 PLIN5 PPI,NCOA2 inhibitor,NOD2 RIPK2 PPI,MC4R antagonist,Cardio protect,TLR9-MyD88 block,m5-HT2A agonist
COc1ccc(C(CNS(=O)(=O)c2ccc(F)cc2)N2CCN(C)CC2)cc1 (stereo not given),-1,-0.2,101,5,-24,-1,12,3,-14,-1
Cc1ccc(S(=O)(=O)N[C@H](C(=O)OCC(=O)NC(=O)NCc2ccco2)C(C)C)cc1,0,-0.3,102,0,4,0,8,0,3,4
S=C(NCc1ccc(Cl)c(Cl)c1)NCc1ccco1,-1,-0.7,106,-1,2,-11,6,0,-7,-6
CCOc1cc(/C=N/NC(=O)COc2nc(C)cc(COC)c2C#N)ccc1O,0,-1.3,97,-2,-5,-1,-6,8,-16,1
CCOC(=O)NN1C(=O)c2ccccc2NC1c1ccc(OC)c(OC)c1 (stereo not given),1,-3.6,105,0,15,1,4,4,1,-2
COC(=O)[C@]1(C)N[C@H](CN(C)C(=O)C2CCCCC2)[C@@H]2C(=O)N(C)C(=O)[C@@H]21,0,0.1,94,7,-11,4,2,-4,2,8
C[C@H]1CN([C@@H](C)CO)C(=O)CCCn2cc(nn2)CO[C@@H]1CN(C)C(=O)Nc1ccc(N2CCN(C)CC2)cc1,1,-0.8,94,4,9,9,16,3,2,0
CC(C(=O)Nc1ccc2c(c1)OCO2)N(c1ccc(Cl)cc1)S(C)(=O)=O (stereo not given),0,4.8,95,0,9,-5,-5,2,-3,0
Cc1cccc(NC(=O)c2cc(S(=O)(=O)N3CCCC3)cn2C)c1,-1,0.9,96,1,16,12,9,6,3,-1
COc1ccc(N2CCC(CNS(=O)(=O)c3cccc(C(F)(F)F)c3)C2)cc1 (stereo not given),0,4.3,110,-4,-13,-1,2,3,4,-7
CC(=O)N1c2ccc(S(=O)(=O)N3CCC(C(=O)Nc4cccc(C)c4C)CC3)cc2CC1C (stereo not given),-1,-3.4,95,3,11,-4,12,-2,-12,3
CCCN(CCC)C(=O)c1cc(S(=O)(=O)N2CCCCC2)c[nH]1,0,-0.6,103,-4,11,-6,-2,-6,2,-2
CC1CCC2(CC1)NC(=O)N(CC(=O)N(Cc1ccccc1)C(C)(C)C)C2=O (stereo not given),2,-0.9,97,2,-19,2,5,9,-19,-2
O=C(c1ccncc1)c1ccc(N2CCN(C3CC(=O)N(Cc4cccs4)C3=O)CC2)cc1 (stereo not given),-4,0.6,94,5,28,-1,11,-2,-7,1
CN1C(=O)C(CC(=O)NC2CCCCC2)N(C)C1=O (stereo not given),1,-1.4,91,-6,-6,-4,4,-3,-1,0
Cc1c(Cl)c([N+](=O)[O-])nn1Cc1ccc(C(=O)Nc2ccc(Cl)cn2)o1,-1,3.2,96,-2,-4,2,0,3,-17,2
C/C(=N\OCC(=O)NC(C)C)c1cccs1,0,1.6,96,2,12,-17,8,-5,-3,5
CCOC(=O)c1c(/N=C/N(C)C)sc(C=O)c1-c1ccccc1,3,-1.4,102,-5,5,1,22,0,-1,4
Cc1ccccc1C(=O)N(C)Cc1ccccc1,0,0.1,99,-7,1,-12,0,-2,-3,0
COC(=O)C1=NN(C(=O)c2ccc(Br)cc2)C(O)(C(C)(C)C)C1 (stereo not given),2,-1.4,98,0,-11,-30,22,27,1,0

# Compound activity as filed in PubChem.
